Compound activity as filed in PubChem.
CHRM4 PAM – CHRM4 positive allosteric modulation | P08173 | CHO-K1 hM4/Gqi5, Fluo-8 calcium fluorescence, ACh EC20; 0% = ACh EC20, 100% = maximal ACh | activation, % at 3 µM | 0.4% of 360,000 active | AID 624126;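 active means activation above its plate's cutoff, the mean activation of sample wells plus 3 SD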; further: some results filed as inactive read as strong as hits
Target sequence (P08173 whole entry, looked up): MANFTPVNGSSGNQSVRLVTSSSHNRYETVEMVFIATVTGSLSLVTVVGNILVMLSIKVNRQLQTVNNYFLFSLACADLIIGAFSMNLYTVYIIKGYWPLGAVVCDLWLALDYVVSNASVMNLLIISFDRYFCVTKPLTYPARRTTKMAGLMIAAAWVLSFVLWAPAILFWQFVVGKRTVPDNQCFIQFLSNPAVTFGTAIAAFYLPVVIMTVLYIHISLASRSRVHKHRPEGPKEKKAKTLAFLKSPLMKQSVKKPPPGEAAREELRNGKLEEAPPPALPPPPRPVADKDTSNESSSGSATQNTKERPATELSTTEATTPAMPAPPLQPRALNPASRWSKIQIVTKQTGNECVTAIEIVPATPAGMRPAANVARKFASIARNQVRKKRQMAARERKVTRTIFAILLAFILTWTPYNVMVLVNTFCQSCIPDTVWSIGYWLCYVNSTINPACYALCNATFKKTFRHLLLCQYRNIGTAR
M1 PAM parental – nonselective activator or artifact in parental CHO-K1 calcium assay; ATP EC20, Fluo-8 calcium fluorescence; 0% at ATP EC20, 100% at ATP max; activation, % at 3 µM; 0.02% of 360,000 active; AID 602247;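 active means activation above the run cutoff, the mean activation of all test compounds plus 3 SD, cut at about 40% in these data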;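 further: peak over basal fluorescence ratio in a 140 s read after ATP addition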
CRFR2-BP ag – agonists of human CRF-binding protein/CRF-R2 receptor complex; HEK293 CRF-R2/CRF-BP, calcium dye fluorescence (FLIPR); percent of saturating CRF peptide response; activation, % at 13.2 µM; 0.46% of 350,000 active; AID 588473;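 active means activation of at least 50%, plus an integration ratio under a set limit after plate pattern correction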;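 further: plate controls were neutral control wells without compound for no effect and CRF at EC100 for full effect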
CHRM5 antagonist – CHRM5 antagonism in calcium assay; CHO-hM5 cells, Fluo-8 calcium fluorescence, ACh EC80; inhibition, % at 3 µM; 0.59% of 360,000 active; AID 624040;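 active means inhibition above a per-plate cutoff, the mean of that plate's test compounds plus 3 SD, cut at about 27% in these data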;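 further: 0% = acetylcholine EC80 with DMSO and 100% = DMSO without agonist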
Target sequence (P08912 whole entry, looked up): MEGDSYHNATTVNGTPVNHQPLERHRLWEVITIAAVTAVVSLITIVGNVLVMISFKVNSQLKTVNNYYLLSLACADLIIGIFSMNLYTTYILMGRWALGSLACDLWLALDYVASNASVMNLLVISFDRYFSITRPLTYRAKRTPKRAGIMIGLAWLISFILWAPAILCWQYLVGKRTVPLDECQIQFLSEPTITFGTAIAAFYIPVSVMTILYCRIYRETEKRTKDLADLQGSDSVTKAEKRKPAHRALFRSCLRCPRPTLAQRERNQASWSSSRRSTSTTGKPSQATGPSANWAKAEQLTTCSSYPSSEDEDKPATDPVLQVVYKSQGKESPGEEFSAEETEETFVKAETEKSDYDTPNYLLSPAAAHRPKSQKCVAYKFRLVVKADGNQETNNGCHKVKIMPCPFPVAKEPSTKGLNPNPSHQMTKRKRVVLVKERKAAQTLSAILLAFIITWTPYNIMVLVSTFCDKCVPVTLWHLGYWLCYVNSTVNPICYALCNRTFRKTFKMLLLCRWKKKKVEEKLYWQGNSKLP
CRFBP-R2 block – CRF-BP/CRF-R2 complex antagonism; 0.59% of 350,000 active; HEK293 CRF-R2/CRF-BP, CRF-induced calcium fluorescence; AID 588475; inhibition, % at 11.8 µM;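 active means inhibition of the ligand-induced calcium signal above about 50% at the single tested concentration, limit read from the data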
CHRM5 agonist – agonists of human muscarinic M5 receptor (CHRM5) | activation, % at 3 µM | P08912 | CHO-K1 hM5 cells, Fluo-8 calcium fluorescence; 0% DMSO wells, 100% maximal acetylcholine response | 0.19% of 360,000 active | AID 624037;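 active means activation above the run's mean over test compounds plus 3 SD, cut at about 23% in these data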;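 further: signal is peak over basal fluorescence ratio across the kinetic read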
CHRM5 PAM – CHRM5 positive allosteric modulation; P08912; CHO-K1 hM5, Fluo-8 calcium, ACh EC20 PAM; 0% = ACh EC20, 100% = ACh EC100; activation, % at 3 µM; 0.3% of 360,000 active; AID 624038;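 active means activation above the run cutoff, the mean activation of all test compounds plus 3 SD, cut at about 18% in these data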
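Test system: CHO-K1 hM5 cells / Doses: single-point, 3 µM nominal / Times: Post-acetylcholine fluorescence recording 140 s / Technique: Fluo-8 calcium fluorescence / Measure: Max/basal fluorescence ratio as % of EC20–EC100 ACh window / Benchmarks: low control EC20 acetylcholine (0%), high control EC100 acetylcholine (100%) / Replicates: one well per compound, no replicates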
TAAR1 antagonist – human TAAR1 antagonism. Q96RJ0. CHO RD-HGA16 TAAR1, Fluo-8 calcium fluorescence, antagonist. inhibition, % at 3 µM. 1.5% of 360,000 active;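 active means inhibition above a per-plate cutoff, the mean inhibition of test compounds on that plate plus 3 SD, cut at about 49% in these data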;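 further: 0% = DMSO plus EC80 beta-PEA response and 100% = DMSO alone without agonist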
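Test system: CHO RD-HGA16 cells bearing hTAAR1 | Reagent: β-PEA, EC80 | Compound dosing: 3 µM, single point | Schedule: Dye loading 75 min at 37 °C, then 30 min room temperature | Signal: Calcium fluorescence with Fluo-8 | Evaluation: Percent inhibition of PEA-evoked calcium signal, max/basal emission ratio | Control set: DMSO-only wells and EC80 β-PEA-stimulated wells | Repeats: Singlicate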
TAAR1 agonist – agonists of human TAAR1. Q96RJ0. CHO RD-HGA16 TAAR1, Fluo-8 calcium fluorescence; vehicle wells 0%, saturating PEA agonist 100%. activation, % at 3 µM. 0.99% of 360,000 active;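 active means activation above the mean activation of all test compounds in the run plus 3 SD, cut at about 38% in these data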
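System: CHO RD-HGA16 cells carrying human TAAR1 plus Gα16; Incubation: 17-24 h seeding, 75 min 37 °C dye, 30 min RT; Measured by: Fluo-8 fluorescence, 5 s baseline then 140 s kinetic read; Control set: DMSO and PEA EC100; Replication: single well for each compound.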
* = called active by the depositor; . = not tested or not shown.

SMILES	CHRM4 PAM	M1 PAM parental	CRFR2-BP ag	CHRM5 antagonist	CRFBP-R2 block	CHRM5 agonist	CHRM5 PAM	TAAR1 antagonist	TAAR1 agonist
CCC(C(=O)Nc1cc(F)ccc1F)n1nc(C)c2c(C)n(-c3ccc(C)cc3)nc2c1=O (stereo unspecified)	7	21	0.1	5	8	-6	1	-27	-1
C[C@@H]1CN([C@H](C)CO)C(=O)CCCn2nncc2CO[C@@H]1CN(C)C(=O)c1ccncc1	-1	3	-2.0	-6	-4	2	1	10	0
CN(C)CCCN1C(=O)c2cccc3c(Br)ccc(c23)C1=O	-11	12	4.8	9	-20	2	5	-16	2
COc1ccc(C)cc1NC(=O)Cn1cnc2sc(C)c(S(=O)(=O)N3CCOCC3)c2c1=O	1	2	0.5	5	-2	-1	-4	-6	0
Cc1ccc2nc(/C(C#N)=C/c3ccc(-c4cccc([N+](=O)[O-])c4)o3)[nH]c2c1	15	14	30	1	-65	-1	-2	12	3
O=C(NCCc1cccc(Cl)c1)c1cccs1	-5	6	-1.2	8	4	1	-1	-9	-2
COc1ccc(CCCNC(=O)C2(C)Cc3c(-c4ccc(C(N)=O)cc4)ccnc3O2)cc1 (stereo unspecified)	-1	-11	.	9	.	4	-15	48	11
CC(=O)Nc1cc2c(cc1C(C)=O)OCCO2	-8	-2	-1.0	2	-8	-3	4	-12	4
O=C(NCc1cccnc1)C1CCN(S(=O)(=O)c2cccnc2)CC1	4	11	1.1	3	-19	-4	-2	-4	12
Cc1ccc(CC(=O)N2CCC(c3nc4c(nnn4Cc4ccccc4)c(=O)[nH]3)CC2)cc1	1	13	-0.8	1	-7	-2	-2	-45	-1

Some of these compounds in order of molar mass, lowest first:
SMILES	CHRM4 PAM	M1 PAM parental	CRFR2-BP ag	CHRM5 antagonist	CRFBP-R2 block	CHRM5 agonist	CHRM5 PAM	TAAR1 antagonist	TAAR1 agonist
O=C(NCc1cccnc1)C1CCN(S(=O)(=O)c2cccnc2)CC1	4	11	1.1	3	-19	-4	-2	-4	12
Cc1ccc2nc(/C(C#N)=C/c3ccc(-c4cccc([N+](=O)[O-])c4)o3)[nH]c2c1	15	14	30	1	-65	-1	-2	12	3
Cc1ccc(CC(=O)N2CCC(c3nc4c(nnn4Cc4ccccc4)c(=O)[nH]3)CC2)cc1	1	13	-0.8	1	-7	-2	-2	-45	-1
COc1ccc(CCCNC(=O)C2(C)Cc3c(-c4ccc(C(N)=O)cc4)ccnc3O2)cc1 (stereo unspecified)	-1	-11	.	9	.	4	-15	48	11

Continuation.
SMILES	CHRM4 PAM	M1 PAM parental	CRFR2-BP ag	CHRM5 antagonist	CRFBP-R2 block	CHRM5 agonist	CHRM5 PAM	TAAR1 antagonist	TAAR1 agonist
CCCNC(=O)c1c(Cl)cnn1-c1ccc(C)cc1	1	14	-0.4	10	38	-1	-2	-3	13
N/C(=N\NS(=O)(=O)c1ccccc1Cl)c1ccccn1	7	2	-0.5	10	2	1	0	-3	0
CC1CCN(CCNC(=O)c2ccc3c(=O)n(Cc4ccc(Cl)cc4)c(=S)[nH]c3c2)CC1	-22	-7	0.9	17	-14	2	-15	.	.
NC(=O)CSc1cn(CCNC(=O)c2cccs2)c2ccccc12	2	2	-0.2	0	5	2	-1	-9	1
O=C(NCCCN1CCCC1=O)c1ccc(Cl)c(NS(=O)(=O)c2ccc(F)cc2)c1	1	8	1.6	8	21	-3	1	-17	15
O=C(O)c1cc([N+](=O)[O-])cc2ccccc12	-1	-12	-4.7	2	28	3	0	-7	2
Cn1cc(CNCc2ccccc2OCC(O)CN2CCc3ccccc3C2)cn1 (stereo unspecified)	-5	-3	2.5	-2	-5	-10	4	-14	1
COc1ccc(NC(=O)Nc2cc(C)ccc2F)cc1	4	8	0.7	-2	18	-3	-7	30	5
CC(C)OP(=O)(OC(C)C)C(Nc1ccc([N+](=O)[O-])cc1)c1cccc([N+](=O)[O-])c1 (stereo unspecified)	-6	-2	-0.7	6	-3	0	3	-22	3
Cc1csc(=O)n1CCC(=O)NCc1ccc(F)cc1	6	2	-0.8	-1	-4	0	-5	-11	2
C=C1C(=O)OCC2C(C(=O)O)=CC3C(C)C(C)=CC123 (stereo unspecified)	3	-7	-3.3	-3	21	0	-3	-10	1
O=C(CCc1ccccc1)OCCN1CCOCC1	4	20	-0.8	-1	-9	-5	0	-3	3
CCn1cc(SCC(=O)NC2CCCC2)c2ccccc21	4	-19	-2.5	-3	1	-6	8	7	2
CC(C)COC(=O)n1c(=O)oc2cc(S(=O)(=O)N3CCCCC3)ccc21	-4	-4	0.2	-4	7	3	-12	16	17
COc1cccc2cc(C(=O)CS(=O)(=O)c3ccc(Cl)cc3)c(=O)oc12	5	13	-0.7	1	7	-2	3	-3	15
O=C(CSC(=S)N1CCCCC1)Nc1nc(-c2ccccc2)c(-c2ccccc2)o1	22	18	5.3	-8	-19	-2	3	9	11
COc1ccc(CCN(C(=O)Cn2nnc3ccccc32)C(C(=O)NCC2CCCO2)c2ccncc2)cc1OC (stereo unspecified)	-1	11	-1.8	-5	8	0	6	-6	0
CC1CCN(CCCNC(=O)c2ccc3c(=O)n(CCc4ccccc4)c(=O)[nH]c3c2)CC1	-1	6	1.1	-2	-12	-1	-2	-1	3
OC(Cc1ccccc1Br)c1ncc(-c2cccc(C(F)(F)F)c2)[nH]1 (stereo unspecified)	-6	5	.	0	.	-1	-4	12	-1
Cc1cccc(Nc2cc(=O)n(C)c(=O)n2C)c1	7	-12	-1.1	-3	15	0	3	1	1
O=C(CSc1ccc(Cl)cc1)N/N=C/c1cccnc1	6	-13	0.3	10	-10	0	-4	1	5
CC(=O)Nc1ccc(-c2ccnc3c2CC(C(=O)Nc2cccc(C(F)(F)F)c2)O3)cc1 (stereo unspecified)	-4	25	.	4	.	2	-3	-2	15
Cc1cc(C)c(NC(=O)COC(=O)/C=C/c2cccs2)c(C)c1	9	-8	0.3	1	19	-1	6	11	0
COc1ccccc1C(=O)NCC(=O)NNC(=O)C1COc2ccccc2O1 (stereo unspecified)	14	2	-0.4	-6	-6	3	6	-10	1
CCOc1ccc(NC(=S)NNC(=O)CC(C)O)cc1 (stereo unspecified)	-2	21	0.9	-3	4	-2	3	7	5
Cn1c(N)c(C(=O)COC(=O)C2CCCN2C(=O)c2cccs2)c(=O)n(C)c1=O (stereo unspecified)	-1	12	-0.7	6	-1	2	2	-1	4
COc1ccc(OC)c(N(CC(=O)Nc2cccc3ccccc23)S(C)(=O)=O)c1	6	-6	0.4	-9	-11	3	12	-33	7
COc1ccc(-n2c(Cc3cccn3C)nnc2SCC(=O)Nc2cc(C)cc(C)c2)cc1	1	6	3.2	7	-40	1	-6	-12	-1
CCCOC(=O)CSc1nnc(-c2ccc(Cl)cc2Cl)o1	8	-1	-1.8	1	10	-3	-2	-24	9
Cc1c(Cl)cccc1NC(=O)CCN1CCC(C(N)=O)CC1	-1	6	1.4	-12	-5	1	-1	-24	1
COc1ccc(NC(=O)C(c2ccccc2F)n2c(=O)c(-c3ccco3)nc3ccccc32)cc1 (stereo unspecified)	-1	.	.	4	.	2	-2	-14	1
CCCNC(C)(C)COC(=O)c1ccccc1	-7	-11	0.2	10	9	-2	-10	-11	1
COc1ccc(/C=N/NC(=O)c2ccccc2NC(=O)c2ccco2)c(OC)c1	-3	19	-3.0	7	111*	1	-5	42	6
CCC(C)N(C(=O)c1csnn1)C(C(=O)NC1CCCC1)c1ccccc1F (stereo unspecified)	1	3	-0.1	9	-4	-4	0	-13	3
Fc1ccc(-n2nnnc2-c2ccccc2Cl)cc1	4	18	-0.3	-6	7	-11	7	3	3
CCCN(CCC)C(=O)Cn1c(=O)n(CCC(=O)NCCc2ccccc2)c(=O)c2ccccc21	7	-8	-5.2	4	24	-3	-9	2	6
Cc1ccnc2nc(C(=O)NC3=NCCS3)nn12	26*	13	0.9	-6	16	-3	-2	8	9
O=C(COC(=O)COc1ccc(Cl)cc1Cl)NC1CCCCCC1	9	10	0.1	0	5	0	6	6	1
O=C(NCc1cccnc1)c1cccn2c(=O)c3sccc3nc12	0	5	0.5	5	1	-8	-7	-6	9
CCOc1ccc2nc(NC(=O)c3ccc(C)o3)sc2c1	-4	-19	2.7	-8	-11	10	4	-4	5
CC1=NNC(=O)C1Cc1ccccc1C (stereo unspecified)	-1	-1	-0.8	7	10	-2	-4	-5	3
COC(=O)[C@]12CCCCC=C1N(Cc1ccc3c(c1)OCO3)C(=O)[C@H](CC(=O)NCCc1ccccc1OC)C2	-9	.	.	14	.	-3	-13	34	31
COc1cccc(NC(=O)CN(C)CC(=O)NCc2ccc(F)cc2)c1	7	-3	-2.9	-2	11	-2	4	-15	7
CCC(=O)Oc1ccc2c(C)c(Cl)c(=O)oc2c1	2	7	-0.7	-9	9	-5	5	7	1
COCCNC(=O)COCc1cc(-c2ccc3c(c2)OCO3)on1	6	16	-2.3	13	9	-2	-4	4	2
COc1ccc(CCNC(=O)CCCn2c(SCC#N)nc3ccccc3c2=O)cc1OC	-2	2	0.4	2	-6	-1	0	11	1
COc1ccc(CNC(=O)C(=O)NCC2OCCN2S(=O)(=O)c2ccc3c(c2)OCCO3)cc1 (stereo unspecified)	5	9	2.4	-5	5	3	-7	-27	2
Cc1ccc(NC(=O)COc2coc(CN3CCN(c4ccccc4)CC3)cc2=O)cc1	-5	-10	-2.4	10	11	-1	-5	-7	1
COc1cccc(NC(=O)CN(C)C(=O)CC2Sc3ccccc3NC2=O)c1 (stereo unspecified)	6	0	0.2	-4	-29	5	3	-16	8
Fc1cc(F)c2nc(N3CCCCC3)sc2c1	-1	10	-0.1	1	-14	-7	5	2	14

Other compounds follow:
SMILES	CHRM4 PAM	M1 PAM parental	CRFR2-BP ag	CHRM5 antagonist	CRFBP-R2 block	CHRM5 agonist	CHRM5 PAM	TAAR1 antagonist	TAAR1 agonist
CN(Cc1ccccc1)C(=O)c1ccc2c(c1)OCCO2	13	20	-2.8	2	6	-1	-1	2	11
Cc1ccc(NC(=S)NCC2CCCO2)cc1C (stereo unspecified)	3	0	-2.0	0	4	-10	5	-1	4
CC(C)c1nnc(NC(=O)CCC(=O)N2CCN(c3ccccn3)CC2)s1	-4	3	0.9	0	-3	-2	-8	-10	3
CC1CCc2c(sc(N)c2C(=O)OC(C)C)C1 (stereo unspecified)	10	27	0.6	-2	12	4	4	-9	1
CCN(CC)C1CCN(Cc2c(C(=O)N3CCCCCCC3)nc3ccc(Cl)cn23)C1 (stereo unspecified)	-4	-24	1.6	-10	-10	-2	-3	6	0
Clc1ccc(Cl)c(Oc2ccc(Oc3nc(Cl)ccc3Cl)cc2)n1	8	20	0.2	5	56*	-2	1	18	11
CC(=O)Nc1ccc(C=C(C(C)=O)C(C)=O)cc1	-24	9	-0.7	11	28	3	-8	-21	3
COc1cc(OC)cc(C(=O)NCC2CCCO2)c1 (stereo unspecified)	6	22	-3.8	-7	24	2	2	-13	4
Cc1ccc(S(=O)(=O)N2CCCNCC2)cc1	-4	0	0.5	6	9	-5	-6	3	0
